Screening data: PubChem, Sanford-Burnham Center for Chemical Genomics
APJ antagonist: antagonists of human APJ apelin receptor. P35414. CHO-K1 APJ beta-arrestin complementation, luminescence. inhibition, % at 20 µM. actives 0.32% (n = 330,000). AID 2521;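 active = inhibition above about 40% at 20 µM, limit read from the data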;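 note: cells challenged with 10 nM apelin-13 agonist together with compound; plate controls were apelin-13 plus DMSO wells for no effect and DMSO wells lacking apelin-13 for full effect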
Target sequence (P35414 whole entry, looked up): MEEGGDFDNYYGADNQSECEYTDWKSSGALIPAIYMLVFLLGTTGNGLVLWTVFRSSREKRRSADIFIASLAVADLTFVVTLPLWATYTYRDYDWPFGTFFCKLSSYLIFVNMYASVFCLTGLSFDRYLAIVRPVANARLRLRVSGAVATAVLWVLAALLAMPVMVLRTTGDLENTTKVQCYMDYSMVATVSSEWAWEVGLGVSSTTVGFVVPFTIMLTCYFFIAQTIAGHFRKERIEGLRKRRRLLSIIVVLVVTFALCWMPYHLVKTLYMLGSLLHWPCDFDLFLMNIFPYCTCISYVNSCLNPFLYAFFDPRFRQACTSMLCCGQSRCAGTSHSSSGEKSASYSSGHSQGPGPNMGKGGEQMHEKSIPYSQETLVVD
UBC13 inh: inhibitors of human UBC13 polyubiquitin chain formation | TR-FRET | AID 485273 | actives 0.47% (n = 330,000) | inhibition, % at 20 µM; in the data active = inhibition above about 45%, passing the limit was not always enough; inconclusive = no clear call, values can overlap the other calls
CXCR6 inh: inhibitors of human CXCR6 receptor; O00574; actives 0.36% (n = 360,000); CHO-K1 PathHunter CXCR6 beta-arrestin, luminescence; inhibition, % at 20 µM; in the data active = inhibition above about 34%, passing the limit was not always enough;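 note: antagonist mode with CXCL16 agonist at 10 nM final; 0% = 10 nM CXCL16 with DMSO and 100% = unstimulated wells without agonist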
Gli-Sufu antag: antagonists of Gli-Sufu signaling | Sufu-KO-LIGHT fibroblasts, Gli luciferase reporter luminescence | inhibition, % at 5 µM | actives 0.74% (n = 340,000) | AID 588413;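 active = inhibition above about 55%, limit read from the data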;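 note: 0% = DMSO-treated cells and 100% = wells with medium but no cells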
ATG4B inh: inhibitors of human ATG4B cysteine protease. ATG4B cleavage of LC3-PLA2, NBD-HPC fluorescence, 1 h. inhibition, % at 8.33 µM. actives 0.51% (n = 340,000). AID 504462; in the data active = inhibition above about 40%
APJ ag: activates the human apelin receptor APJ. P35414. CHO-K1 APJ PathHunter beta-arrestin, luminescence; 0% DMSO wells, 100% apelin. activation, % at 20 µM. actives 0.11% (n = 330,000). AID 2520;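 active = activation more than six SD over the plate average, tested at 20 µM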;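 note: 0% = DMSO alone and 100% = apelin-13 at 10 nM; some results filed as inactive read as strong as hits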
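Assay system: CHO-K1 APJ beta-arrestin complementation cell line / Compound: single test compound dose, 20 µM final, 1% DMSO / Times: overnight seeding, 90 min compound at 25 °C, 1 h detection / Technique: beta-gal luminescence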
EBI2 antag: antagonists of human EBI2 receptor | P32249 | EBI2 beta-arrestin recruitment, luminescence, 7a,25-OHC stimulated | inhibition, % at 5 µM | actives 0.81% (n = 360,000) | AID 651636; in the data active = inhibition above about 38%;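 note: enzyme fragment complementation signal reports receptor beta-arrestin coupling in cells; 0% = agonist plus DMSO wells and 100% = wells without agonist; some results beyond the cut were filed as inactive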
Target sequence (P32249 whole entry, looked up, the tested form may be a part): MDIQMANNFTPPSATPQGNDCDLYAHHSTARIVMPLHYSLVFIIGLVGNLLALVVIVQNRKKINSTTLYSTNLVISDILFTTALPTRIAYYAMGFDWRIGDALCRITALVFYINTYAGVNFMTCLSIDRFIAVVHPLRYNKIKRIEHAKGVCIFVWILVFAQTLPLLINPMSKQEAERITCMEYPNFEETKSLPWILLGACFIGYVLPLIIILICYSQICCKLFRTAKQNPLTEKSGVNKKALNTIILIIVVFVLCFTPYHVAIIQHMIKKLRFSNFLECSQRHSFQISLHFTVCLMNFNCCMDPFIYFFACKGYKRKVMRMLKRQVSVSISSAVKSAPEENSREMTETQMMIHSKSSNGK
CCR6 antag: antagonists of human CCR6 receptor | CHO-K1 CCR6 PathHunter beta-arrestin, luminescence, CCL20-stimulated | actives 0.49% (n = 340,000) | AID 493098 | inhibition, % at 20 µM | P51684;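 active = compounds whose inhibition of the agonist-driven luminescence signal at 20 µM reaches about 50%, limit read from the data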;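 note: cells stimulated with CCL20 at 14 nM final; plate controls were DMSO with CCL20 for no effect and DMSO without agonist for full effect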
Target sequence (P51684 whole entry, looked up): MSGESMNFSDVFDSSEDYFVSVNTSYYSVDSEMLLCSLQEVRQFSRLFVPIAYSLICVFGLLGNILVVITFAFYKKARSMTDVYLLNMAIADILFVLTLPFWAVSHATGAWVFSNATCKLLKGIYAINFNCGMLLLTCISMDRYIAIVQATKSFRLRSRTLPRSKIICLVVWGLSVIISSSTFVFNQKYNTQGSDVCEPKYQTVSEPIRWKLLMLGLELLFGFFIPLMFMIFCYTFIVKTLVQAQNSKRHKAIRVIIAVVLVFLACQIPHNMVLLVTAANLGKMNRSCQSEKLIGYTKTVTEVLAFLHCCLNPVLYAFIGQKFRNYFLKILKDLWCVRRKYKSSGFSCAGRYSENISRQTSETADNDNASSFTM
Active calls of the source: *; ? = inconclusive; nt = not tested or not shown; & = joins results of further samples.

SMILES	APJ antagonist	UBC13 inh	CXCR6 inh	Gli-Sufu antag	ATG4B inh	APJ ag	EBI2 antag	CCR6 antag
CCCCOc1ccc(C(=O)NCC(=O)NCC(c2cccs2)N2CCOCC2)cc1 (configuration not stated)	12.4	18.3	4.2	-1.3	0.9	-3.8	-4.5	3.2
O=C(Nc1ccc(F)cc1)Nc1ccccc1NS(=O)(=O)c1cccs1	1.0	-29.3	0.6	-4.5	1.9	-0.4	-5.4	4.8
O=C(Cc1ccccc1F)NCC(=O)Nc1ccccc1Br	1.2	-3.3	-1.4	4.9	-0.1	0.5	-7.4	7.5
COc1ccc(-c2csc(NC(=O)CC(NC(C)=O)c3ccccc3)n2)cc1OC (configuration not stated)	10.2	-6.5	-5.1	-17.8	-2.5	10.0	1.5	-6.4
CCN(Cc1ccc2c(c1)OCCO2)C(=O)CN1C(=O)NC2(CCCCC2)C1=O	2.1	5.9	0.4	26.6	-6.8	-5.1	1.3	-14.2
CCN(c1ccccc1)S(=O)(=O)c1ccc(N)cc1	-2.7	-0.1	3.4	-2.5	-2.0	-1.3	1.7	-1.5
O=C(Nc1ccc(Nc2ccccc2)cc1)C(Cl)(Cl)Cl	-30.9	1.4	-14.0	1.5	-5.9	0.7	-4.0	7.2
Cc1noc(C)c1NC(=O)N(C)C[C@@H]1Oc2ccc(NC(=O)CCC(F)(F)F)cc2CC(=O)N([C@@H](C)CO)C[C@@H]1C	0.5	3.6	-4.5	-7.8	-5.0	-2.4	3.5	7.7
Cn1cccc1-c1cc(C(=O)N/N=C/c2ccccc2Cl)[nH]n1	-3.4	-6.4	-4.7	-21.8	31.6	4.8	15.6	5.7
CCN(CC)S(=O)(=O)c1ccc(N2CCOCC2)c(NC(=O)COc2ccccc2C#N)c1	15.2	9.0	-14.1	-12.2	11.6	-1.5	11.2	13.4
CCN1CCN(C(=O)CN(C)S(=O)(=O)c2ccc(OC)c(C)c2)CC1	7.4	-2.4	-10.5	29.4	-5.2	7.2	-7.3	0.3
CC(=O)c1c(C)[nH]c(C(=O)OC2CCCCC2=O)c1C (configuration not stated)	2.5	-4.6	-3.7	3.5	-10.6	-4.7	0.4	-12.2
Cc1ccc(C(=O)OCCOc2cccc(Cl)c2)cc1S(=O)(=O)N1CCOCC1	-11.5	-3.1	7.5	-9.2	1.6	-0.2	4.4	14.9
NC(=O)c1ccc(NC(=O)COC(=O)c2ccc3c(c2)OCCO3)cc1	7.2	4.1	-2.3	3.8	0.1	-0.2	2.9	0.9
COc1ccccc1Cn1c(-c2ccccc2OC)nc2ccccc21	2.1	9.5	4.9	7.5	-10.8	-3.9	-3.1	15.9
CCOc1ccc(S(=O)(=O)Nc2ccc(C(=O)NCCCN3CCCC3=O)cc2)cc1	4.0	-6.0	-9.7	2.5	3.2	-4.3	4.8	6.6
Cc1cc(CNC(=O)COc2ccc(F)cc2)c2ccccc2n1	-9.9	-16.3	-0.6	11.8	4.2	-2.6	-1.7	6.6
COc1ccc(NC2CCCN(C(=O)CSc3ccccc3)C2)cc1 (configuration not stated)	11.5	1.7	-11.2	15.1	0.0	-3.6	16.8	4.0
CCOCCCNC(=O)CC1Oc2ccc(C)cc2NC1=O (configuration not stated)	7.2	2.0	-2.8	-10.7	8.5	-2.5	-4.8	5.5
Cc1cc(NC(=O)COC(=O)c2c(C)c(C)c(C)c(C)c2C)no1	3.6	2.4	-3.2	-0.8	-3.5	-2.2	-7.8	-3.1
COc1cccc(CNC(=O)c2cc(C3CC3)nc3c2cnn3C(C)C)c1	0.6	21.5	5.5	-5.9	14.2	3.6	-1.0	16.6
CCOC(=O)N1CCC(NC(=O)CC2C(=O)NCCN2Cc2ccccc2F)CC1 (configuration not stated)	2.8	-5.0	-4.3	15.8	-1.6	7.8	1.2	-7.8
CCOC(=O)c1cccc(NS(=O)(=O)c2ccc(NC(C)=O)cc2)c1	-0.4	13.8	-7.7	15.7	1.1	-3.4	-6.0	-0.7
Cc1cc2nc(C)c(=O)n(C)c2cc1C	6.2	14.5	-10.5	5.5	5.6	-0.7	-4.6	4.8
CCSc1nnc(NC(=O)C2CC=CCC2C(=O)O)s1 (configuration not stated)	26.4	4.7	0.3	3.7	-0.2	-2.0	-18.2	-19.5
Cc1ccccc1OCC(=O)NN1C(=O)C2C3C=CC(O3)C2C1=O (configuration not stated)	-2.5	-3.9	-0.7	4.1	-2.8	-4.1	1.7	20.1
CN(C)c1nnnn1-c1ccc(Oc2ccccc2)cc1	-12.4	-14.3	1.0	16.2	-2.3	6.5	7.8	6.2
O=C(N/N=C/c1ccco1)c1cccc(S(=O)(=O)Nc2ccccc2Cl)c1	5.5	-16.8	-4.8	-3.4	8.7	4.9	-4.6	7.5
Oc1ccc(/C=N/n2cnn(Cc3ccccc3Cl)c2=S)c(O)c1	-3.8	18.8	-4.2	5.6	5.2	-1.0	-5.8	1.3
CCCCNC(=O)C1CCN(C/C(C)=C/c2ccccc2)CC1	17.2	1.6	0.0	7.8	-13.3	3.2	0.1	0.0
COc1ccc(OC)c(NC(=O)CSc2nnc(NC(=O)c3ccco3)s2)c1	-1.1	-10.5	4.9	1.5	8.2	0.3	8.3	3.5
O=C(O)C(c1ccccc1)C(O)C1CC=CCC1 (configuration not stated)	nt	nt	-2.2	2.6	-1.2	nt	-2.1	1.7
O=C(COc1ccc(Cl)cc1)N1CCN(S(=O)(=O)c2ccccc2)CC1	-8.6	-6.2	-2.0	2.3	0.0	3.0	86.8*	4.9
Cn1c(Cc2ccccc2)nnc1SCC(=O)Nc1ccccc1N1CCOCC1	8.3	6.9	6.0	4.5	0.7	-5.8	-0.9	4.1
O=C(NCCc1c[nH]c2ccccc12)C1Cc2ccccc2CN1C(=O)c1ccco1 (configuration not stated)	2.9	-19.6	5.0	0.6	-20.3	1.1	26.6	12.1
COC(CNC(=O)c1ccc(N2CCCC2=O)cc1)OC	-13.6	-19.2	3.3	5.9	-12.0	-0.4	1.6	10.0
O=C(CCC(=O)N(CC(=O)NC1CCCC1)Cc1cccs1)Nc1nccs1	-17.0	3.4	-0.7	6.5	1.0	-0.8	1.0	-4.3
O=C(CCC1CCCN(C2C3CC4CC(C3)CC2C4)C1)NCc1ccc(F)c(F)c1 (configuration not stated)	15.7	18.3	-0.7	0.3	1.2	-1.0	5.6	-1.7
NC(N)=NC(N)=Nc1cccc(Cl)c1	3.0	8.1	-2.7	-4.7	1.4	-2.9	-9.2	12.7
COc1ccc(O)c(-c2[nH]ncc2C(=O)c2ccccc2C)c1	-3.3	7.6	5.1	7.9	0.4	-3.4	6.7	-9.8
O=C(CSc1nnnn1-c1ccc(Cl)cc1)N1CCc2ccccc2C1	0.6	-14.1	-1.7	0.1	30.4	0.1	-0.9	-3.2
Cc1c(Cc2c(Cl)cccc2Cl)c(=O)ccn1C(C)c1ccccc1 (configuration not stated)	nt	nt	-2.4	-4.1	-3.4	nt	16.4	9.8
Cc1ccc(NC(=O)c2sc3nc(C)nc(N4CCN(c5ccccn5)CC4)c3c2C)c(C)c1	8.4	?	8.6	3.6	-8.7	-0.7	16.1	14.9
Cc1ccc(C)c(NC(=S)N2CCN(c3cccc(C(F)(F)F)c3)CC2)c1	2.4	-6.0	-0.5	-0.3	-4.3	2.0	4.2	-18.5
CCOc1ccc(S(=O)(=O)NCCCN2CCOCC2)cc1	-39.5	12.3	0.1	8.7	-9.2	2.6	-4.5	8.5
O=C(O)C1NCCc2ccccc21 (configuration not stated)	14.4	-0.5	4.1	0.6	-5.5	0.1	-6.5	1.6
Cc1cccc(CC(=O)c2c[nH]c3ccccc23)c1	15.7	9.9	-23.4	-6.9	1.1	0.6	2.5	-8.3
Cc1ccc(O)c([C@H](CCN(C(C)C)C(C)C)c2ccccc2)c1	nt	11.7	13.7&4.8	8.1&0.1	-4.0&-5.2	nt	5.2&7.4	15.1&17.9
CN(CC(=O)NCCCN1CCOCC1)S(=O)(=O)c1ccc(Br)cc1	13.1	1.4	4.4	1.8	-1.3	-2.2	-3.7	11.3
O=C(O)/C(=C\c1ccccc1OC(F)F)c1ccc(-c2ccccc2)cc1	11.9	-7.0	1.8	-31.5	33.6	0.0	-2.2	9.6
CCOc1ccc(NC(=O)c2c(N)n(C)c(=O)[nH]c2=O)cc1	7.8	2.0	-0.2	-17.9	-12.9	3.6	-14.8	-3.3
CN(C)c1ccc(SC#N)cc1	36.3	4.4	10.1	4.1	-3.3	-9.3	7.1	20.6
COc1ccc(-c2cc(C#N)nc(N3CCN(C)CC3)n2)cc1	-0.2	-8.0	1.7	-2.9	-7.5	-4.6	-0.6	10.5
COc1ccccc1CNC(=O)Cc1ccc(Br)cc1	2.8	21.4	-14.5	-5.9	9.7	-4.0	-3.9	2.9
O=C(COC(=O)c1oc2ccccc2c1CSc1ccc(Cl)cc1)NC1CCCC1	1.0	3.0	-0.8	-6.0	11.6	-2.9	22.6	21.7
O=C1c2ccccc2-c2nc3ccccc3cc21	18.1	-12.0	8.2	-73.3	11.1	-4.3	-1.2	8.4
Cc1c(Cl)cccc1N1CC(C(=O)Nc2nccs2)CC1=O (configuration not stated)	16.5	2.4	-2.8	-0.4	-10.1	-2.5	0.7	-7.3
CCCCNC(=S)N1CCN(c2nc3ccccc3s2)CC1	-6.1	1.2	-5.1	12.1	-11.2	-0.1	6.0	-3.4
COc1cccc(C(C(=O)NC(C)(C)C)N(C(=O)CCC(=O)Nc2cc(C)on2)c2ccc3c(c2)OCCO3)c1OC (configuration not stated)	-2.7	3.2	0.6	7.2	-6.5	-1.2	-4.0	9.7
O=C(CCC(=O)c1ccc(Cl)cc1)OCc1nc2ccsc2c(=O)[nH]1	9.8	-0.2	-4.6	3.2	-13.8	-6.2	-2.2	8.8

The list continues:
SMILES	APJ antagonist	UBC13 inh	CXCR6 inh	Gli-Sufu antag	ATG4B inh	APJ ag	EBI2 antag	CCR6 antag
COc1ccc(C(c2sc3nc(C)nn3c2O)N2CCN(CCO)CC2)cc1OC (configuration not stated)	8.3	-7.8	-5.5	-0.6	2.1	-2.4	-3.2	12.4
CC(=O)N1c2ccc(S(=O)(=O)N3CCC(C(=O)NC4CCCCC4C)CC3)cc2CC1C (configuration not stated)	3.3	-8.5	0.6	-8.1	-4.4	-2.3	-2.7	9.2
COc1ccc(-c2nc(CSCC(=O)NCCC3=CCCCC3)c(C)o2)cc1OC	-1.4	-3.8	-0.6	9.9	-15.5	-1.2	6.3	4.3
Cc1cc(-c2nn(-c3ccccc3)cc2/C=C2\SC(N)=NC2=O)ccc1OC(C)C	7.8	-9.7	-3.3	-2.1	2.3	-0.2	5.5	5.4
O=C(COc1cccc(NC(=O)c2cccc([N+](=O)[O-])c2)c1)c1ccc(F)cc1	-27.4	41.8	3.3	7.5	3.2	2.0	-6.9	5.7
COc1cc(/C=N/N2C(=O)C3C4C=CC(CC4)C3C2=O)ccc1O (configuration not stated)	20.5	0.9	0.4	-2.4	3.0	-4.3	-8.3	12.1

An excerpt of these results, with each value named:
COc1ccc(C(c2sc3nc(C)nn3c2O)N2CCN(CCO)CC2)cc1OC (configuration not stated)
  APJ antagonist: 8.3; UBC13 inh: -7.8; CXCR6 inh: -5.5; Gli-Sufu antag: -0.6; ATG4B inh: 2.1; APJ ag: -2.4; EBI2 antag: -3.2; CCR6 antag: 12.4

CC(=O)N1c2ccc(S(=O)(=O)N3CCC(C(=O)NC4CCCCC4C)CC3)cc2CC1C (configuration not stated)
  APJ antagonist: 3.3; UBC13 inh: -8.5; CXCR6 inh: 0.6; Gli-Sufu antag: -8.1; ATG4B inh: -4.4; APJ ag: -2.3; EBI2 antag: -2.7; CCR6 antag: 9.2

COc1ccc(-c2nc(CSCC(=O)NCCC3=CCCCC3)c(C)o2)cc1OC
  APJ antagonist: -1.4; UBC13 inh: -3.8; CXCR6 inh: -0.6; Gli-Sufu antag: 9.9; ATG4B inh: -15.5; APJ ag: -1.2; EBI2 antag: 6.3; CCR6 antag: 4.3

Cc1cc(-c2nn(-c3ccccc3)cc2/C=C2\SC(N)=NC2=O)ccc1OC(C)C
  APJ antagonist: 7.8; UBC13 inh: -9.7; CXCR6 inh: -3.3; Gli-Sufu antag: -2.1; ATG4B inh: 2.3; APJ ag: -0.2; EBI2 antag: 5.5; CCR6 antag: 5.4
